MITF primary: blocks human microphthalmia-associated transcription factor. O75030. AlphaScreen MITF homodimerization, bead proximity signal. inhibition, % at 2.6 µM. hit rate 0.91% among 650,000; in the data active means inhibition above about 50%;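 further: 0% = vehicle wells with protein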
Target sequence (O75030 whole entry, looked up): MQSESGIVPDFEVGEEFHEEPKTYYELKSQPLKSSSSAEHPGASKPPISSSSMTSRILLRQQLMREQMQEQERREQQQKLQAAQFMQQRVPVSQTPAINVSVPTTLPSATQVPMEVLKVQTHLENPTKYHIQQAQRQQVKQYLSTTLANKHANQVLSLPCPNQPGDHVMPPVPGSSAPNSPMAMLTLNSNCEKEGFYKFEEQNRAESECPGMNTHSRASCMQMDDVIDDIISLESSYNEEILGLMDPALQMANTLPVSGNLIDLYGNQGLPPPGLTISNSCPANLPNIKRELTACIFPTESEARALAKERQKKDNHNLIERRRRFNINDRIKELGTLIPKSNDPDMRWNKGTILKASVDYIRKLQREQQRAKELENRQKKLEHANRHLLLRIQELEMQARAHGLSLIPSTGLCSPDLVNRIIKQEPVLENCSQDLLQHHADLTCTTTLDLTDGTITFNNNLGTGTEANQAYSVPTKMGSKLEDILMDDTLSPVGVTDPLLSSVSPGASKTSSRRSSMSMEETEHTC
TEAD-YAP inh: TEAD-YAP interaction inhibition; HEK-TIYL cells, TEAD-Gal4/YAP UAS-luciferase luminescence; inhibition, % at 9.12 µM; hit rate 1.4% among 640,000; in the data active means inhibition above about 32%;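 further: 0% = median of test compound wells and 100% = reference inhibitor wells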
GPR151 activ: activates the human receptor GPR151; Q8TDV0; PathHunter beta-arrestin GPR151 cells, luminescence; hit rate 1% among 650,000; activation, % at 11.2 µM; in the data active means activation above about 4.9%;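 further: 0% = median of compound wells and 100% = cells with positive control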
Target sequence (Q8TDV0 whole entry, looked up): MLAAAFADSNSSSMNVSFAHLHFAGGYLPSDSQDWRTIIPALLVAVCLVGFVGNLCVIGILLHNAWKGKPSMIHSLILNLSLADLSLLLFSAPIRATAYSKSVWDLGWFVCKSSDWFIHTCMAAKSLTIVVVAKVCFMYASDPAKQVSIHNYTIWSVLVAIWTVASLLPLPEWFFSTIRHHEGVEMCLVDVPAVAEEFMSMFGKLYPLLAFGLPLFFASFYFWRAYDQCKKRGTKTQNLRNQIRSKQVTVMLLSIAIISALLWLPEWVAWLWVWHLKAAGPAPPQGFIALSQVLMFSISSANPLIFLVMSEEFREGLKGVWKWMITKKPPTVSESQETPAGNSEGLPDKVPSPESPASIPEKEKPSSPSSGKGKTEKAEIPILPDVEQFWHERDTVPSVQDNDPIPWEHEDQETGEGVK
FBW7 act: human FBW7 E3 ligase activation, primary screen; AlphaScreen FBW7–phospho-cyclin E peptide binding, activator screen; hit rate 0.13% among 650,000; normalized activity (activation), % at 26.1 µM; Q969H0; in the data active means normalized activity above about 1.9%;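 further: purified mutant Fbw7 with reduced substrate affinity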
* = called active by the depositor.

SMILES	MITF primary	TEAD-YAP inh	GPR151 activ	FBW7 act
COc1ccc(-c2cnn3c(NCc4cccs4)ccnc23)c(OC)c1	1.7	-0.1	0.2	-0.2
CCN(CC)S(=O)(=O)c1ccc(C(=O)Nc2c3c(nn2-c2ccccc2)CSC3)cc1	-4.2	-7.6	-1.0	-0.1
CCOC(=O)c1c(NC(=O)CSc2cc(C)c3ccccc3n2)sc2c1CCC2	3.2	-2.5	-0.8	0.0
CCOC(=O)c1c(NC(=O)CSc2nnc(CNC(=O)c3ccco3)n2-c2ccc([N+](=O)[O-])cc2)sc2c1CCCC2	2.5	-2.6	1.0	0.1
CN(C)c1ccc(/C=C2/C(=O)NC(=S)N(c3ccccc3)C2=O)cc1	-9.3	0.7	-0.8	0.1
CCN(CC(N)=O)S(=O)(=O)c1ccc(OC)cc1	22.5	1.2	-0.1	0.1
Cc1ccccc1N(CC(=O)NC1CCCCC1)C(=O)c1ccc2c(c1)NC(=O)C(C)(C)O2	-0.8	-0.9	-0.7	-0.1
COc1cc(Nc2nccn3c(-c4cccc(N)c4)cnc23)cc(OC)c1OC	1.8	43.2*	0.2	-0.6
COc1ccccc1N1CCN(C(=O)COc2ccc(C)cc2C)CC1	10.8	15.6	0.0	0.0
Cc1ccc(/C(O)=C2/C(=O)C(=O)N(CCN3CCOCC3)C2c2ccccc2F)cc1 (centres undefined)	4.0	-3.8	-0.7	-0.2
CC(=O)Cc1ccccc1OC(=O)c1cccc([N+](=O)[O-])c1	-8.4	10.7	1.6	0.1
Cc1ccc(-c2cc(C(=O)NC(C)C)c3ccccc3n2)s1	-7.0	-2.9	1.6	0.0
Cc1sc(NC(=O)c2ccc3c(c2)OCO3)c(C(N)=O)c1-c1ccccc1	-2.4	89.5*	0.0	0.2
C=CCSc1nnc(-c2ccccc2NC(C)=O)c(=O)[nH]1	3.6	2.2	-0.1	0.8
OCC1(Cc2ccccc2)CCN(Cc2cccnc2)CC1	6.6	8.4	3.4	0.1
COc1cc(OC)nc(Oc2ccccc2C(=O)N[C@@H](C)C(N)=O)n1	-7.5	5.8	0.0	0.0
CN(Cc1ccccc1)c1nccnc1-c1ccc(O)cc1	-0.3	0.6	0.2	-0.1
CC(=O)Nc1ccc(NC(=S)NC(=O)c2cccc(OC(C)C)c2)cc1	3.7	-2.2	0.9	-0.1
CCOC(=O)c1cc(C#N)c(SCc2ccc(C(C)(C)C)cc2)nc1N	6.1	14.2	-0.7	-0.1
NS(=O)(=O)c1ccc(N=Cc2ccc(Cl)cc2)cc1	12.4	4.1	1.7	0.1
Cc1cc(NC(=O)c2cccc(F)c2)ncc1NC(=O)c1cccs1	-3.7	-52.9	-4.3	0.0
O=C(CCN1C(=O)C2CCCCC2C1=O)N1CCc2c(nc(N3CCCC3)[nH]c2=O)C1 (centres undefined)	-0.4	-0.1	-0.3	0.0
CCOC(=O)N1CCC(NC(=O)c2cnn3c(C(F)(F)F)cc(-c4ccc(OC)c(OC)c4)nc23)CC1	-3.5	-10.9	-0.2	-0.2
CCOc1ccc(C(=O)Nc2ccc(OCC)cc2[N+](=O)[O-])cc1	9.2	-5.1	-1.8	-0.1
CC(C)(C)NS(=O)(=O)c1ccc(Cc2ccc(S(=O)(=O)NC(C)(C)C)cc2)cc1	-3.7	37.4*	-1.1	-0.1
Cc1ccc(S(=O)(=O)N2CCN(C(=O)CSc3nnnn3C)C2)cc1	4.4	3.4	0.2	0.1
O=c1[nH]c(O)c(C=NCCN=Cc2c(O)[nH]c(=O)[nH]c2=O)c(=O)[nH]1	6.5	3.7	2.0	-0.2
COc1cccc(NC(=O)CSc2cn(CC(=O)N3CCCC3)c3ccccc23)c1	16.9	-8.2	-1.2	0.2
Cc1cc(C(=O)CN2CCOCC2)c(C)n1C1CCCCC1	14.3	-53.1	0.4	-0.1
CCn1c(O)c(C2=NC(=S)NC2=O)c2ccccc21	0.4	1.0	0.6	-0.1
CCCNC(=O)c1ccc(-c2c(C)noc2C)s1	-12.4	9.1	-1.3	-0.2
CC1(C)CC(NCc2cccnc2)=CC(=C(C#N)C#N)C1	-12.4	7.9	0.7	-0.2
COc1ccc(CCCC(=O)N/N=C/c2ccc(O)cc2)cc1C	3.0	13.2	-0.7	0.0
CCN(CC(=O)Nc1cccc2ccccc12)CC(=O)NC(C)C	0.1	2.9	-0.9	-0.1
Fc1ccc(C2CC(c3ccc(Cl)cc3)n3ncnc3N2)cc1 (centres undefined)	2.6	10.4	0.9	0.1
CC(C)n1cnc2c(NCc3ccccc3)nc(-c3ccc(C(=O)NC4CC4)cc3)nc21	-9.3	-16.8	0.3	-0.1
CCC(Sc1nc2cc(OC)c(OC)cc2c(=O)n1Cc1ccc(Cl)cc1)C(=O)Nc1ccccc1OC (centres undefined)	3.6	2.1	-0.7	0.1
COc1cc([N+](=O)[O-])ccc1N=Cc1cc([N+](=O)[O-])ccc1O	-1.2	7.8	-1.6	0.0
COC(=O)c1ccc(NC(=O)C2CC(=O)N(c3ccccc3)C2)cc1 (centres undefined)	2.1	3.4	-0.8	0.1
Cc1c(Cl)c(Cl)nc(Cl)c1C(=O)NC(=O)NCc1ccccc1Cl	7.3	5.6	0.4	-0.2

Random excerpt: 5 records from the list, in no set order.
SMILES	MITF primary	TEAD-YAP inh	GPR151 activ	FBW7 act
COc1ccc(CCCC(=O)N/N=C/c2ccc(O)cc2)cc1C	3.0	13.2	-0.7	0.0
COC(=O)c1ccc(NC(=O)C2CC(=O)N(c3ccccc3)C2)cc1 (centres undefined)	2.1	3.4	-0.8	0.1
CC1(C)CC(NCc2cccnc2)=CC(=C(C#N)C#N)C1	-12.4	7.9	0.7	-0.2
CCN(CC(=O)Nc1cccc2ccccc12)CC(=O)NC(C)C	0.1	2.9	-0.9	-0.1
Fc1ccc(C2CC(c3ccc(Cl)cc3)n3ncnc3N2)cc1 (centres undefined)	2.6	10.4	0.9	0.1

An excerpt from above in order of count of non-hydrogen atoms, rising:
SMILES	MITF primary	TEAD-YAP inh	GPR151 activ	FBW7 act
CC(=O)Cc1ccccc1OC(=O)c1cccc([N+](=O)[O-])c1	-8.4	10.7	1.6	0.1
O=c1[nH]c(O)c(C=NCCN=Cc2c(O)[nH]c(=O)[nH]c2=O)c(=O)[nH]1	6.5	3.7	2.0	-0.2
CCOC(=O)c1c(NC(=O)CSc2cc(C)c3ccccc3n2)sc2c1CCC2	3.2	-2.5	-0.8	0.0

The list continues.
SMILES	MITF primary	TEAD-YAP inh	GPR151 activ	FBW7 act
COc1ccc(/C=C(\C#N)C(=O)NCc2cccs2)cc1OC	2.6	-13.8	-0.2	0.0
O=C(NCCCN1CCOCC1)c1ccc(Sc2ccccc2Cl)c([N+](=O)[O-])c1	-2.1	-10.2	4.2	0.2
C[C@@H](O)[C@@H]1NC(=O)[C@H]2CN(C(=O)c3cc(Cl)cc(Cl)c3)CCN2C1=O	-5.0	2.4	0.5	0.0
O=C(CSC1=NCCS1)N1c2ccccc2Sc2ccc(C(F)(F)F)cc21	4.5	-7.7	1.1	0.1
N#Cc1c(NC(=O)c2ccc(Br)o2)sc2c1CCC2	7.7	-40.5	-1.3	0.0
COc1ccccc1C(c1nnnn1CC1CCCO1)N1CCC(C(N)=O)CC1 (centres undefined)	20.1	-7.3	-0.3	0.1
Cc1cc(C)n(C(=O)c2cc3c(C)nn(-c4ccccc4)c3s2)n1	10.5	0.0	-2.0	0.1
COCCN(C(=O)C(F)(F)F)C(C(=O)NC1CCCCC1)c1cccs1 (centres undefined)	8.3	4.2	2.4	0.3
Cc1nnc(NC(=O)CSc2ncnc3c2cnn3-c2ccc(F)cc2)s1	-17.8	-0.4	-1.1	0.0
O=C(Nc1ccc(-n2cccn2)cc1)C1CCN(Cc2ccsc2)CC1	9.6	0.2	-0.3	0.1

Looked up above.
In MITF primary, `CCOC(=O)c1c(NC(=O)CSc2cc(C)c3ccccc3n2)sc2c1CCC2` is entered as 3.2
In MITF primary, `CCN(CC)S(=O)(=O)c1ccc(C(=O)Nc2c3c(nn2-c2ccccc2)CSC3)cc1` is entered as -4.2
In MITF primary, `N#Cc1c(NC(=O)c2ccc(Br)o2)sc2c1CCC2` is entered as 7.7
In TEAD-YAP inh, `CC1(C)CC(NCc2cccnc2)=CC(=C(C#N)C#N)C1` is entered as 7.9

Going on with the list:
SMILES	MITF primary	TEAD-YAP inh	GPR151 activ	FBW7 act
O=S(=O)(NCc1nc(-c2cccnc2)n[nH]1)c1ccccc1F	7.7	-0.1	-0.8	0.0
CCCn1c(CCC(=O)NC2CCCCCC2)nc2cccnc21	-20.9	-0.2	-0.8	-0.4
COc1ccccc1NC(=O)CN1CCN(c2ccccn2)CC1	-6.3	-1.1	-2.3	-0.1
CCCSc1nnc(-c2c[nH]c3ccccc23)n1CC	14.5	-5.2	0.3	0.1
Cc1cc2c(cc1-c1c(C)oc3c(C)c(O)ccc3c1=O)OCCO2	-5.9	-1.0	0.1	-0.1
COc1ccc(Cl)cc1C(=O)Nc1c2c(nn1-c1ccc(C)cc1)CS(=O)(=O)C2	14.6	6.4	-0.6	0.7
CCOC(=O)c1nc(N2CCCC(C(=O)OCC)C2)c2c3c(sc2n1)CCCC3 (centres undefined)	3.6	3.7	0.5	0.0
Cc1c(C)n(C(=O)CSc2nnnn2C)c2ccccc12	7.4	-17.5	-0.4	0.3
CCCN(CCC)CCCNC(=O)Cn1nc(-c2ccccc2)ccc1=O	-15.0	2.0	-0.9	0.1
O=C(NCCc1ccccc1)c1nnc(-c2ccccc2)o1	3.8	-16.6	-0.8	0.0
C=CCc1ccccc1OCCOc1ccc(-c2nc3sc4c(c3c(=O)[nH]2)CCCC4)cc1OCC	-10.3	-15.1	1.8	0.0
O=C(CSc1nc(O)cc(=O)[nH]1)Nc1nccs1	2.1	17.7	0.9	-0.1
COc1cc(NC(=O)COc2ccccc2F)cc(OC)c1OC	10.2	-0.3	-1.2	0.1
O=C(COC(=O)CNS(=O)(=O)c1c(F)cccc1F)NC(=O)NC1CCCCC1	-2.1	-7.8	1.4	-0.1
O=C(O)c1ccccc1O	6.6	1.0	1.6	0.0
Cc1cccc(C)c1N1CCN(S(=O)(=O)N(C)C)CC1	11.4	-4.6	-0.1	0.5
Cc1cc(NS(=O)(=O)c2ccc(NC(=O)C3CCCCC3C(=O)O)cc2)no1 (centres undefined)	12.1	4.7	0.8	0.1
Cn1nc([N+](=O)[O-])c(=O)n2ncnc12	15.1	1.1	-0.9	0.8
CCOC(=O)c1ccc(N2C(=O)C3C4C=CC(O4)C3C2=O)cc1 (centres undefined)	-14.8	-7.6	-2.1	-0.1
NC(=O)Cn1cnc(-c2ccc([N+](=O)[O-])cc2)c1	13.3	-7.4	-0.7	0.7
O=C(CCN1C(=O)c2ccccc2C1=O)N1CCN(C/C=C/c2ccccc2)CC1	-1.9	11.1	0.3	-0.1
COC(=O)c1sc(N2C(=O)C(=O)/C(=C(/O)c3ccc(Cl)cc3)C2c2ccc(C(C)C)cc2)nc1C (centres undefined)	7.0	1.9	1.9	-0.2
CC(=O)N1N=C(c2ccc(C)o2)CC1c1ccc(Br)cc1 (centres undefined)	14.6	-38.4	-0.1	0.2
Cc1cc(=O)n2nc(N3CCCC(C(=O)NCc4ccc(F)cc4)C3)sc2n1 (centres undefined)	-6.3	1.1	0.0	0.6
Cc1ccc(NC(=O)C2CCCN2C(=O)C(C)(C)C)cc1 (centres undefined)	-1.3	15.6	0.3	0.0
O=C(O)C(Cc1ccccc1)N1C(=O)C2C3C=CC(C4CC34)C2C1=O (centres undefined)	-6.4	-1.6	0.6	-0.1
CCc1ccccc1NC(=O)c1ccncc1	2.3	6.3	-0.2	0.1
O=C1N(Cc2ccccc2)c2ccccc2OC1(F)F	11.0	3.9	-0.1	0.4
CC1CC(C)N(C(=O)C2=CC(c3ccco3)=NS(=O)(=O)N2C)C(C)C1 (centres undefined)	-1.1	6.2	-1.4	-0.1
COc1ccc(/C=N\Nc2nc3ccccc3[nH]2)cc1OC	3.6	-38.0	-0.8	-0.6
Cc1[nH]c2ccccc2c1N=CN(C)C	-4.3	-1.8	-1.0	-0.1
COC(=O)C1=C(N)N(c2ccc(S(N)(=O)=O)cc2)C2=C(C(=O)CC(C)(C)C2)C1c1ccc2c(c1)OCO2 (centres undefined)	3.1	12.3	0.1	0.3
CCOc1ccc(-c2nnc(SCC(=O)c3ccccc3N)n2C)cc1	5.5	2.2	0.4	0.1
Cc1ccc(COc2ccc3c(=O)c(Oc4cc(C)ccc4C)coc3c2)cc1	6.1	0.7	-0.1	-0.1
CCOC(=O)CC1(C)OCC(CN2CCCCC2)O1 (centres undefined)	-9.5	1.8	0.2	0.0
Cc1cc(C)c2c(N)c(S(=O)Cc3ccc(Cl)cc3)sc2n1 (centres undefined)	0.0	-2.2	-1.4	0.0
c1ccc2c(-c3nc(Nc4ccc(N5CCOCC5)cc4)c4ncn(-c5ccsc5)c4n3)csc2c1	1.1	-5.2	0.5	0.1
CCOC(=O)N1CCN(c2c(N(C)C3CCCCC3)c(=O)c2=O)CC1	-4.8	-0.2	-2.3	0.0
CC(C)(C)c1ccccc1NC(=O)COC(=O)c1nccnc1N	-4.4	-7.2	0.0	0.0
COc1ccc(CCN(C)CC(O)c2ccccc2)cc1OC (centres undefined)	44.9	-5.0	1.3	0.2
CCOc1ncccc1C(=O)Nc1ccc(F)c(F)c1F	-7.9	-4.0	-1.5	-0.1
Cc1ccccc1/C=C1\N=C(c2ccc(Br)cc2)OC1=O	3.8	-6.1	-2.0	-0.1
COc1ccccc1NC(=S)NC(C)=O	-11.8	-6.2	1.8	-0.3
Cc1cc(NS(=O)(=O)c2ccc(Cl)c(C(=O)O)c2)c2ccccc2n1	4.1	7.9	1.3	-0.1
O=[N+]([O-])c1ccc(S(=O)(=O)Nc2ccc(NS(=O)(=O)c3ccccc3)cc2Cl)cc1	-5.9	4.2	-0.5	-0.1
